Bioassay records: PubChem, National Center for Advancing Translational Sciences (NCATS)
APE1 inh: inhibitors of human APE1 endonuclease; P27695; recombinant APE1, TAMRA/BHQ-2 abasic DNA cleavage fluorescence; Potency, µM (doses to about 65.8 µM), inactives show at the top dose activity change, negative = inhibition, most hits filed as inhibitors; hit rate 0.35% among 350,000;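 also: potency is read from the fitted curve at half-maximal effect; plate controls were vehicle for no effect and reference inhibitor for full effect; nearly all actives have a fitted effect of over 55% in size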
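Quantitative HTS: incision of a TAMRA/BHQ-2 double-stranded substrate bearing a tetrahydrofuran abasic site by 0.75 nM APE1 raises fluorescence. Substrate 50 nM final, added after 15 min compound preincubation at room temperature; progress as third-minus-first kinetic read difference.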
LDHA inh: blocks human lactate dehydrogenase A. AID 1347041. hit rate 0.15% among 480,000. activity change, % (values are at about 110 or 230 µM). P00338. purified LDHA, NADH/diaphorase-resazurin fluorescence; active compounds read low; in the data active = activity change below about -30%; inconclusive = mostly about -25% to -30%;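 also: plate controls were DMSO wells for no effect and wells without enzyme for full effect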
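Remaining NADH was detected by diaphorase (0.133 mg/mL) converting 37 µM resazurin to fluorescent resorufin, read at 0 and 20 minutes. The preceding 5-minute room-temperature reaction used 2 nM LDHA, 0.2 mM sodium pyruvate and 0.06 mM NADH at pH 7.4.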
RGS4 inhibitor: inhibitors of human regulator of G protein signaling 4; Transcreener GDP fluorescence polarization, RGS4-accelerated GTP hydrolysis; hit rate 0.039% among 390,000; Potency, µM (series often up to 114 µM), inactives show top-dose activity change, negative = inhibition, most hits filed as inhibitors; also: potency is read from the fitted curve at half-maximal effect; % is scaled to controls: 0 for no effect and ±100 for the full control effect; nearly all actives have a fitted effect of over 75% in size; some results filed as inactive show a strong effect at the top dose
Target sequence (P49798 whole entry, looked up): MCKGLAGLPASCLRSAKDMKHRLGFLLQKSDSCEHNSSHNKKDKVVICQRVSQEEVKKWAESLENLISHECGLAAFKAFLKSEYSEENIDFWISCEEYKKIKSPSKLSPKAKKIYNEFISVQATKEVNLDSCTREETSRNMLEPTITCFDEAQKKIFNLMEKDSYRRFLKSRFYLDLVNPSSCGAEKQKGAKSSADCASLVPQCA
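MLSMR compounds (23 nl, pin-transferred) preincubated 10 min at room temperature with a 500nM (2x) first reagent, then RGS4 at 900nM (2x) plus Transcreener GDP mix added; fluorescence polarization (620/688 nm) read before and after 90 min at 30 °C.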
POLK inh: blocks human DNA polymerase kappa activity. purified Pol kappa, fluorescent DNA synthesis assay, 10 min. Potency, µM (highest dose often 107 µM), inactives show top-dose activity, negative = inhibition, hits mostly inhibitors. hit rate 0.53% among 400,000; also: potency is read from the fitted curve at half-maximal effect; % is scaled to controls: 0 for no effect and ±100 for the full control effect
Target sequence (Q9UBT6 whole entry, looked up): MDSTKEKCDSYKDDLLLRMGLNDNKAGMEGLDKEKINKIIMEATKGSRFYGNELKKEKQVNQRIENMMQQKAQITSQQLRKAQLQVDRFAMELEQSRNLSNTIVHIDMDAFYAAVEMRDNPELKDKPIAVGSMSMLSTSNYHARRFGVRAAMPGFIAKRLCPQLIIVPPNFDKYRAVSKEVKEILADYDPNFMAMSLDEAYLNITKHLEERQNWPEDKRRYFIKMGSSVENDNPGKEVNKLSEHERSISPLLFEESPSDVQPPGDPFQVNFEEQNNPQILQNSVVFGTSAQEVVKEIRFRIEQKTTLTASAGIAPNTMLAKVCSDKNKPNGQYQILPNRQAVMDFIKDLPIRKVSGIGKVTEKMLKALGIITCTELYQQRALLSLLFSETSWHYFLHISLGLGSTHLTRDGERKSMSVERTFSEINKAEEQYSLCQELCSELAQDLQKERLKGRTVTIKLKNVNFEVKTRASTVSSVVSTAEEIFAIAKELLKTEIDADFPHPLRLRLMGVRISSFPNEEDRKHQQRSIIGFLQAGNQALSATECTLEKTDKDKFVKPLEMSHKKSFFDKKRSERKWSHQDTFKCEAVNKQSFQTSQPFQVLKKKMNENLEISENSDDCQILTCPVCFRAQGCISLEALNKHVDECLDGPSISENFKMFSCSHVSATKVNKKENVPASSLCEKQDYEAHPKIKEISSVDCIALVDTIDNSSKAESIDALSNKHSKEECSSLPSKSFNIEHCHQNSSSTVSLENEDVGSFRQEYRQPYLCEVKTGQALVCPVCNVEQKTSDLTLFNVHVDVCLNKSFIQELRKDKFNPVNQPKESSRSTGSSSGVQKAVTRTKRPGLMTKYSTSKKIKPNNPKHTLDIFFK
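10 nM Pol kappa was preincubated with compounds for 15 min at room temperature. Reaction started with 50 nM (final) substrate. Fluorescence read kinetically at 0 and 10 min.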
Anesthetic bind: candidate novel general anesthetic via apoferritin binding. P02791. apoferritin/1-aminoanthracene competitive binding, fluorescence. Potency, µM (series often up to 77.5 µM), inactives show top-dose activity change, negative = displacement, actives largely listed as inhibitors. hit rate 0.074% among 350,000. AID 485281; also: potency is read from the fitted curve at half-maximal effect; % is scaled to controls: 0 for no effect and ±100 for the full control effect; nearly all actives have a fitted effect of over 20% in size
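Concentration-response curves derived by four-parameter Hill fitting of normalized fluorescence, where compounds displaced 1-AMA from 10 uM horse apoferritin following a brief 10 min room-temperature incubation; propofol titration acted as positive control.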
12-LOX inh: inhibitors of human 12S-lipoxygenase ALOX12; P18054; purified 12hLO, xylenol orange hydroperoxide absorbance; Potency, µM (titrated, usually from 108 µM), without a hit: at the highest dose activity change, negative = inhibition, usual class: inhibitors; hit rate 1.1% among 580,000; AID 1671190; also: potency is read from the fitted curve at half-maximal effect; % is scaled to controls: 0 for no effect and ±100 for the full control effect
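Hydroperoxide product was detected by ferrous iron/xylenol orange as the 573 to 405 nm absorbance ratio. Arachidonic acid at 40 uM (final) was turned over for 30 min at room temperature by 150 nM human 12hLO, pH 7.0 Hepes buffer, after 15 min compound preincubation.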
Pol eta inh: DNA polymerase eta (human) inhibition. AID 588591. Potency, µM (top dose mostly 114 µM), for the others: at the top dose activity change, negative = inhibition, hits mostly inhibitors. hit rate 1.2% among 390,000. recombinant Pol eta, fluorescent DNA replication assay; also: potency is read from the fitted curve at half-maximal effect; % is scaled to controls: 0 for no effect and ±100 for the full control effect
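Pol eta (10 nM) was preincubated with compounds for 15 min at room temperature, after which fluorescent replication substrate (50 nM final) was added to start the reaction. Fluorescence was read kinetically at 0 and 10 min.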
ERG-DNA inh: ERG Ets/DNA interaction inhibition; P11308; hit rate 0.028% among 370,000; AID 624246; Potency, µM (titrated, usually from 76.9 µM), inactives show top-dose FP activity, negative = inhibition, usual class: inhibitors; fluorescence polarization, His-ERG Ets domain / labelled DNA; active = well fitted inhibition curve with a large enough effect in the polarisation, with a control signal flat; inconclusive = small, poorly fitted or top-dose-only effect, or effect the other way, or a change in a side signal; inactive = no such curve, though single readings can be large or run the other way; the % refers to the polarisation;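 also: polarization taken with two DNA probes labelled with fluorescein and Texas red; potency is read from the fitted curve at half-maximal effect; % of control where 0% means no effect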
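His-tagged ERG Ets domain (1 uM in the protein solution; 300mM KCl, 50mM Tris-HCl, 1mM EDTA, 1mM DTT, pH 7.5) received compound, then a probe mix of 5 nM fluorescein-DNA and 100nM Texas-615-DNA. Fluorescence polarization was read for both dyes.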
POLB inh: DNA polymerase beta (human) inhibition. hit rate 1.3% among 340,000. Potency, µM (top dose mostly 114 µM), inactives show top-dose activity change, negative = inhibition, usual class: inhibitors. Pol beta primer extension/strand displacement, fluorescence kinetic. P06746; also: potency is read from the fitted curve at half-maximal effect; % is scaled to controls: 0 for no effect and ±100 for the full control effect
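Human Pol beta at 10 nM; strand-displacement substrate 50 nM final. Compound exposure 15 min at room temperature before start, reaction 10 min at room temperature.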
An asterisk follows results filed as active; ? = inconclusive; . = no result given; & = joins results of further samples; [ ] = dose if it differs, or a comment. Unless noted, calls follow the shape of the dose curve; as a rule, active = well fitted curve in the direction sought with a large enough effect; inconclusive = small, poorly fitted or top-dose-only effect, or another doubt; inactive = no such curve, though single readings can be large; an effect the other way counts as inactive or inconclusive.

SMILES	APE1 inh	LDHA inh	RGS4 inhibitor	POLK inh	Anesthetic bind	12-LOX inh	Pol eta inh	ERG-DNA inh	POLB inh
O=C(NCCc1ccccn1)c1ccc(OC2CCN(Cc3ccccn3)CC2)cc1	9%	-18	-7%	-7%	1%	0%	-2%	3%	11%
Cc1ccc(-n2nc(C)c3c2C(Br)C(C)(C)CC3=O)nc1 (centres undefined)	.	8	-7%	-22%	.	-27%	-10%	5%	.
Cc1cnc(NC(=O)c2cc(-c3ccccc3)nn2-c2ccccc2)s1	.	0	-5%	8%	.	9%	-7%	-5%	.
CCN(CC)c1ccc(C(=O)N/N=C(\C)c2ccc(O)cc2)cc1	-1%	-2	-1%	-6%	-3%	21%	-17%	9%	?
C[C@@H](NC(=O)C(=O)c1c[nH]c2ccccc12)c1ccccc1	.	-4	-4%	3%	.	0%	-12%	15%	.
CCc1ccc(OCC(=O)N/N=C/c2ccc(OS(=O)(=O)c3ccc(C)cc3)c(OC)c2)cc1	-10%	1	-10%	-9%	-8%	-7%	-24%	-1%	-13%
COc1ccc2nc3oc(C(=O)N4CCN(c5cccc(C(F)(F)F)c5)CC4)cc3cc2c1	5%	-8	-26%	2%	-9%	0%	15%	-3%	28%
CCOc1ccc(NC(=O)CN2CCN(c3ccccc3C)CC2)cc1S(=O)(=O)N1CCCC1	-16%	-1	-24%	-17%	.	189%[activator]	-19%	-17%	.
CCOC(=O)c1ccc2c(c1)n(CC)c(/C=C/Nc1ccccc1)[n+]2CC	-1%	0	-27%	-2%	-11%	?	-18%	.	8%
C=CCNc1nc(NCCN2CCOCC2)nc(OC)n1	-1%	-3	-11%	-1%	-6%	0%	-2%	-7%	10%
CCCCn1c(N)c(N(CCOC)C(=O)CN2c3ccccc3CC2C)c(=O)[nH]c1=O (centres undefined)	-8%	-6	?	-12%	-14%	94%[activator]	-15%	10%	26%
Cc1ccc(OCc2cc(C(=O)N3CCc4sccc4C3)no2)cc1C	-18%	-6	-13%	-11%	?	.	-10%	-3%	34%
COc1ccccc1-c1cc(C(=O)NC(C)c2ccccc2)no1 (centres undefined)	8%	-4	10%	-19%	-14%	-20%	-8%	-2%	1%
CCCCn1c(N)c(N(CC)C(=O)COc2ccc(C#N)cc2)c(=O)[nH]c1=O	-1%	0	14%	-7%	.	-21%	-10%	-3%	.
COc1ccc(S(=O)(=O)Nc2cc(C)c(O)cc2C(C)C)cc1	-3%	-3	-6%	-12%	-11%	?	-1%	1%	2%
O=c1[nH]c(=O)n(Cc2ccco2)c2c1C(C(F)(F)F)(C(F)(F)F)N=C(Cc1ccccc1)N2	0%	-4	-10%	-2%	-20%	0%	-14%	1%	16%
CCOC(=O)c1ccc(NC(=O)C2CC3CCC2C3)cc1 (centres undefined)	.	1	-17%	0%	.	-3%	-24%	-1%	.
CCOc1ccc(/C=C/C(=O)Nc2ccc(C(N)=O)cc2)cc1OC	4%	-6	3%	-12%	10%	11%	-9%	.	10%
O=S(=O)(c1ccc(Oc2ccccc2)cc1)N1CCOCC1	0%	-5	5%	-24%	-10%	9%	-10%	-2%	-6%
CCc1cc(C(=O)Cc2ccccn2)c(O)cc1O	3%	-4	10%	7%	1%	-6%	-14%	2%	5%
c1ccc(-c2nn3nnnc3c3ccccc23)cc1	-2%	-4	-15%	-6%	1%	-5%	1%	-7%	12%
COc1cccc(-c2nnc(-c3ccco3)o2)c1	5%	-5	?	-17%	-2%	9%	-3%	-1%	52%
Cc1cc(C)cc(NC(=O)N2CCc3ccccc3C2)c1	-3%	-2	1%	3%	?	-21%	-20%	-8%	3%
COc1ccc(OC)c(Nc2cc(-c3ccccc3)nc(N)n2)c1	13%	7	-8%[11.4 µM]	-9%	6%	0%	-5%	1%	17%
O=C(Nc1ccc(Cl)c(C(F)(F)F)c1)C(=O)N1CCCCC1	-1%	-4	-6%	-15%	-6%	0%	-13%	-10%	1%
COC(=O)C1=C(N)Oc2cc(C)n(CCc3ccccc3)c(=O)c2C1c1cccnc1 (centres undefined)	-1%	-5	-23%	0%	-16%	-5%	-14%	3%	-3%
COc1ccc2nc(C)cc(N3CCC(C(N)=O)CC3)c2c1	2%	0	-27%	3%	-9%	-4%	-26%	-5%	-1%
CN1C(=O)CC(P(=O)(c2ccccc2)c2ccccc2)N(C)C1=O (centres undefined)	10%	-12	17%	-8%	-6%	-3%	-17%	-6%	6%
CCn1cnc2cc(NS(=O)(=O)c3ccc(OC)c(OC)c3)ccc21	5%	1	16%	-11%	2%	27%	3%	-3%	-19%
CCn1cc(CN2CCCC(C(=O)Nc3cccc(-c4cc5ccccc5[nH]4)c3)C2)cn1 (centres undefined)	20%	0	14%	-3%	-19%	-18%	-18%	4%	21%
CCOC(=O)C(NC(=O)c1cccc(Cl)c1)(OCc1ccccc1)C(F)(F)F (centres undefined)	-7%	0	-18%	-7%	4%	-26%	?	-7%	22%
NC(=O)c1ccc(NC(=O)CN2CCN(c3ccccc3)CC2)cc1	3%	-1	2%	-4%	2%	0%	-16%	3%	31%
O=C(COC(=O)C1(c2ccccc2F)CCCC1)N1CCOCC1	-3%	2	9%	4%	-8%	0%	-3%	6%	1%
CCCCN(C)Cc1c(O)ccc2c(-c3ccccc3)cc(=O)oc12	-2%	-6	9%	-8%	161%[activator]	-9%	-14%	-6%	-4%
O=[N+]([O-])c1ccc2nonc2c1Nc1cccc(F)c1	2%	-3	12%	-7%	5%	-1%	-16%	10%	-1%
COc1ccnc(N=CNOCc2ccc(C)cc2)c1C#N	2%	-2	-7%[11.4 µM]	0%	2%	0%	-2%	-14%	0%
CCCCOC(=O)c1ccc(NC(=O)COC(=O)CSc2nc(C)cc(C)n2)cc1	-6%	-2	5%	-6%	-11%	10%	-27%	14%	-4%
C/C(CC(=O)Nc1cccc(Cl)c1Cl)=N\NC(=O)c1ccccc1Br	-4%	0	-21%	2%	-11%	3%	-12%	-23%	-1%
CCOC(=O)C1=C(CS(=O)(=O)c2ccc(C)cc2)NC(=O)NC1c1cc(OC)c(OC)c(OC)c1 (centres undefined)	-12%	-7	10%	-2%	2%	-3%	-1%	5%	59%
Cc1ccc(S(=O)(=O)N2CCOC23CCN(C(=O)c2ccc(Cl)cc2Cl)CC3)cc1	-9%	-2	-9%	-2%	-3%	?	-19%	-11%	-17%
O=C(COC(=O)c1cc(=O)[nH]c2ccccc12)NC1CCCC1	4%	2&-6	-13%	-3%	3%	0%&0%	-7%	-5%	19%
CCOC(=O)c1sc(NC(=O)c2c(C)nn(Cc3ccccc3)c2C)cc1C	3%	-4	0%	-11%	-10%	13%[57.4 µM]	?	-10%	-3%
COc1ccc(CNCC(=O)Nc2cc(OC)cc(OC)c2)cc1	13%	-21	8%	-4%	-7%	?	-9%	4%	5%
O=C(C1CCN(S(=O)(=O)c2cccc3nsnc23)CC1)N1CCc2ccccc21	5%	-1	-7%	-22%	-23%	-26%	-8%	-1%	16%
Cc1nn(CCc2nn[nH]n2)c2nc(C(F)(F)F)cc(C(F)(F)F)c12	14%	-9	7%	-5%	-2%	53%[activator]	3%	-1%	-13%
CCc1ccc(CN(C)CC(=O)Nc2ccc3c(c2)CCC3)cc1	-5%	1	-3%	-8%	6%	0%	-7%	1%	0%
COc1ccc(CC(=O)N/N=C/c2cc(Br)cs2)cc1OC	12%	-9	6%	-16%	-12%	1%	-21%	0%	-9%
Cc1nn(-c2ccccc2)c(Cl)c1C(=O)N(C)CC(=O)Nc1cccc(F)c1	4%	0	12%	7%	.	-16%	-7%	9%	.
COCCNc1ccnc2c(Cl)cccc12	-1%	1	-3%	5%	-1%	0%	-2%	-7%	-13%
O=[N+]([O-])c1ccc(-c2nc(NCC3CCCO3)c3ccccc3n2)cc1 (centres undefined)	-4%	0	-11%	-3%	-1%	21%	?	-27%	?
COc1ccc(N2CCN(C(=O)CNC(=O)c3ccc(Br)o3)CC2)cc1	-12%	2	-5%	-3%	-5%	.	-6%	-4%	2%
Cc1ccc(C(=O)OCC(=O)NC2CC2)s1	1%	-5	-6%	0%	.	-4%	-3%	-2%	.
COc1cccc(CNC(=O)CN(C)S(=O)(=O)c2ccc(Br)s2)c1	29%	-3	1%	-2%	5%	3%	-22%	-4%	45%
Cc1nc(SCC(=O)NC(C)(C#N)C2CC2)c2c(-c3cccs3)csc2n1 (centres undefined)	12%	-3	24%	-14%	9%	-7%	-15%	4%	20%
CCCc1cc(C(=O)N2CCCC(Nc3ccc(C)c(C)c3)C2)n(C)n1 (centres undefined)	12%	-2	3%	-7%	-9%	33%[activator]	-8%	-18%	14%

Arranged by formula weight (highest first): 3 of the compounds above
SMILES	APE1 inh	LDHA inh	RGS4 inhibitor	POLK inh	Anesthetic bind	12-LOX inh	Pol eta inh	ERG-DNA inh	POLB inh
NC(=O)c1ccc(NC(=O)CN2CCN(c3ccccc3)CC2)cc1	3%	-1	2%	-4%	2%	0%	-16%	3%	31%
COc1ccc(S(=O)(=O)Nc2cc(C)c(O)cc2C(C)C)cc1	-3%	-3	-6%	-12%	-11%	?	-1%	1%	2%
COc1ccnc(N=CNOCc2ccc(C)cc2)c1C#N	2%	-2	-7%[11.4 µM]	0%	2%	0%	-2%	-14%	0%

Not all compounds are listed (hit frequency here may not be typical).
